# aSyn tox rescue: inhibitors of alpha-synuclein toxicity in yeast; S. cerevisiae alpha-synuclein toxicity rescue, BacTiter-Glo growth, 24 h; Potency, µM (titrated, usually from 46.1 µM), for inactives: top-dose growth rescue (activation), actives largely listed as activators; 94,000 compounds, 0.02% hits; active means well fitted activation curve with a large enough effect; further: 0% is about no effect
#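 Growth restoration measured by BacTiter-Glo luminescence after 24 hr at 30 deg C; alpha-synuclein yeast, raffinose-pregrown to mid-log, were added at OD600=0.02 in galactose medium onto pinned compounds.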
# An asterisk follows results filed as active; & = joins results of further samples; [ ] = dose if it differs, or a comment. Potency means the concentration at half of the fitted maximal effect. The list is partial; count on the stated rates, not on these rows.
SMILES,aSyn tox rescue
COc1ccc(Nc2nc3cc(Cl)c(Cl)cc3n3cnnc23)cc1Cl,-7.3%
COc1ccc(/C=C/c2nc(C#N)c(NCCc3ccc(OC)c(OC)c3)o2)cc1OC,-7.6%
COc1ccc(N(C(=O)CNC(=O)c2ccco2)C(C(=O)NC2CCCCC2)c2cccnc2)cc1 (stereo unspecified),-2.3%
Cc1cc(O)c(C(=O)/C=C/c2c(F)c(F)c(F)c(F)c2F)c(=O)o1,-28.6%
CCOC(=O)c1c(S(=O)(=O)N2CCCC(C(=O)N3CCN(c4cc(C)ccc4C)CC3)C2)c(C)n(C)c1C (stereo unspecified),-12.4%
Cc1cccc(N2CCN(C(=O)c3cccn4c(=O)c5cc(Cl)ccc5nc34)CC2C)c1 (stereo unspecified),7.1%
O=C(NC1CC2CCCC(C1)N2C(=O)Nc1ccccc1)C1CC1 (stereo unspecified),4.6%
O=C(NCc1ccco1)C(=O)NCC1OCCN1S(=O)(=O)c1ccc(F)cc1 (stereo unspecified),0.7%
CCC(=O)N(CC(=O)Nc1sc(C)c(C)c1C(N)=O)Cc1ccc(F)cc1,-13.9%
CCCCN(C(=O)Cc1ccc(S(=O)(=O)N2CCOCC2)s1)c1c(N)n(CC(C)C)c(=O)[nH]c1=O,3.1%
CCOc1ccccc1C(c1c(O)nc(SC)[nH]c1=O)c1c(O)nc(SC)[nH]c1=O,-11.5%
COc1ccc(-c2onc(C)c2C)cc1S(=O)(=O)N1CCN(c2cc(C)ccc2C)CC1,3.7%
CN1CC(O)(C(O)C(O)C(O)CO)SC1=S (stereo unspecified),2.3%
COc1cccc(CNC(=O)c2ccc(OCC(=O)N3CCOCC3)c(OC)c2)c1,4.6%
Cc1c(C)c(C)c(S(=O)(=O)N2CCNCC2)c(C)c1C,4.8%

# 6 entries picked at random from the list so far, as already listed:
SMILES,aSyn tox rescue
Cc1c(C)c(C)c(S(=O)(=O)N2CCNCC2)c(C)c1C,4.8%
O=C(NCc1ccco1)C(=O)NCC1OCCN1S(=O)(=O)c1ccc(F)cc1 (stereo unspecified),0.7%
Cc1cccc(N2CCN(C(=O)c3cccn4c(=O)c5cc(Cl)ccc5nc34)CC2C)c1 (stereo unspecified),7.1%
CCCCN(C(=O)Cc1ccc(S(=O)(=O)N2CCOCC2)s1)c1c(N)n(CC(C)C)c(=O)[nH]c1=O,3.1%
COc1cccc(CNC(=O)c2ccc(OCC(=O)N3CCOCC3)c(OC)c2)c1,4.6%
COc1ccc(-c2onc(C)c2C)cc1S(=O)(=O)N1CCN(c2cc(C)ccc2C)CC1,3.7%

# Further compounds
SMILES,aSyn tox rescue
CCc1nc(SCC(=O)NC2CC2)c2c(C)c(C)sc2n1,-1.3%
Cc1nc(Cl)cc(CS(=O)(=O)c2ccc(Cl)cc2)n1,0.0%
COc1ccc(CCNC(=O)CCn2c(=O)c3ccccc3n(CC(=O)Nc3ccc(C)cc3C)c2=O)cc1OC,1.0%
Cc1ccc(N(C)C(=O)CCS(=O)(=O)c2cc3c(cc2Cl)NC(=O)CO3)cc1,-8.2%&-6.8%
Cc1cccc(N2CCN(C(=O)CCCn3c(=O)[nH]c4ccsc4c3=O)CC2)c1C,1.3%
Cc1ccc(-c2nc(CS(=O)(=O)CC(=O)NCCc3ccccc3)c(C)o2)cc1,-10.9%
CC1(C)CC(=Cc2ccccc2[N+](=O)[O-])C(=O)c2ccccc21,-11.6%
CCOC(=O)C1(Cc2cccc(F)c2)CCN(Cc2cnn(CC)c2)CC1,-3.5%
CCCC(=O)Nc1ccccc1NC(=O)c1ccc(OC(C)=O)cc1,-1.7%
CN(C(=O)C(=O)Nc1ccc2nc3n(c(=O)c2c1)CCCCC3)c1cccc(C(F)(F)F)c1,2.4%
CCOC(=O)CCCCCC(=O)Nc1ccc2c(c1)C(=O)N([C@@H](C)CO)C[C@H](C)[C@H](CN(C)S(=O)(=O)c1ccc(OC)cc1)OCCCC[C@H](C)O2,11.5%
Cc1cccc(NC(=O)c2ccc3nc(CCc4ccccc4)oc3c2)c1C,-6.4%
COc1cccc(NC(=O)c2ccc3c(c2)N(C)CCS3)c1,3.7%
OCCCn1c(-c2ccc(F)cc2)csc1=Nc1ccc(F)cc1,5.1%
COc1ccccc1NC(=O)CSc1nnc(-c2ccccn2)o1,2.4%
O=C(CC1C(=O)NCCN1C(=O)Nc1ccc(Cl)cc1)Nc1ccc(F)cc1 (stereo unspecified),0.5%
N=C1C(c2nc3ccccc3s2)=C(O)CN1C1CCC(O)CC1 (stereo unspecified),-4.9%
O=C(CCCN1C(=O)/C(=C\c2cccs2)SC1=S)Nc1ccccc1O,-5.3%
COCC#Cc1cnc2c(c1)C(=O)N([C@H](C)CO)C[C@H](C)[C@@H](CN(C)S(=O)(=O)c1ccccc1)O2,3.4%
COc1ccc(C2=C(N3CCN(c4cc(Cl)ccc4C)CC3)c3ccccc3C2=O)cc1,9.0%
Nc1ccccc1CCc1ccccc1N,-4.8%
CC1CN(C(=O)CCC(=O)NC2CCN(Cc3ccccc3)CC2)c2ccccc2O1 (stereo unspecified),-6.7%
O=C(Nc1ccc2nc(N3CCOCC3)sc2c1)c1cc2ccccc2o1,3.5%
COc1ccc(CNC(=O)c2nccnc2CO)cc1,9.3%
COCCCn1c(SCC(=O)Nc2ccc(NC(C)=O)cc2)nc2sc3c(c2c1=O)CCC3,-2.6%
CCc1ccc(CN(Cc2ccco2)C(=O)c2cc(-c3ccc(Cl)cc3)on2)cc1,-9.9%
O=C(Nc1cccc(Cl)c1)c1ccc(OC(=S)N2CCOCC2)cc1,-4.4%
CCN(CC)S(=O)(=O)c1ccc(N2CCCC2)c(NC(=O)c2ccc(N3CCCC3=O)cc2)c1,-7.5%
CC(=O)NC(CCc1ccc(Cl)c(Cl)c1)c1cccc(O)c(=O)c1 (stereo unspecified),8.1%
Cc1ccc(COc2ccccc2C(=S)N2CCCC2)cc1,-0.8%
CC(Oc1ccccc1F)C(=O)NNC(=O)CCNC(=O)c1ccco1 (stereo unspecified),-2.0%
COC(=O)c1ccccc1NC(=O)c1cnc2c(-c3cccc(C)c3)c(C)nn2c1C,-2.5%
CCCc1cc(C(=O)Nc2ccc(CC)cc2)no1,-10.8%
O=C(O)c1ccc(-c2ccc(/C=c3/sc4nc5ccccc5n4c3=O)o2)cc1Cl,-1.0%
Cc1ccc(C)c(-c2csc(N/N=C/c3ccco3)n2)c1,-3.1%
Clc1ccc(Br)c(-c2nc3ccccc3[nH]2)c1,-11.9%
NNC(=O)c1sc2cc(C(F)(F)F)cnc2c1-c1ccccn1,2.2%
O=[N+]([O-])c1ccc(C(c2sc3nc(-c4ccco4)nn3c2O)N2CCN(c3cccc(Cl)c3)CC2)cc1 (stereo unspecified),7.0%
COCCN(Cc1ccccc1)C(=O)c1cccc(S(=O)(=O)N2CCN(c3ccccc3)CC2)c1,-46.6%[inhibitor]
CCOc1ccc(NC(=O)N2CCC(C(N)=O)(N3CCCCC3)CC2)cc1,-2.5%
Cc1ccc(OCC(=O)Nc2nnc(SCc3cc(=O)c4ccccc4[nH]3)s2)cc1,1.5%
COc1ccccc1/C=C1\SC(=S)N(CCC(=O)NCCCN2CCOCC2)C1=O,-1.5%
O=C(O)CN=C(NS(=O)(=O)c1ccc(Cl)cc1)c1ccc(F)cc1,-11.3%
CCOC(=O)c1[nH]c(C)c(CCC(=O)NCc2ccc(CC)cc2)c1C,-7.0%
COC(=O)c1sc2cccc(F)c2c1S(=O)(=O)NC(C)c1ccccc1 (stereo unspecified),1.9%
CS(=O)(=O)Nc1nc2ccccc2[nH]1,-4.1%
CCOc1ccc(NC(=O)CC2C(=O)N(c3ccc(F)cc3)C(=O)N2CCc2sccc2C)cc1 (stereo unspecified),3.9%
COC(=O)c1cccnc1Oc1ccccc1,1.3%
C=CCn1c(SCC(=O)Nc2nc3ccccc3s2)nc(O)c(CC)c1=O,5.0%
CCN1CCN(C(c2cccs2)C(C)NC(=O)c2ccccc2)CC1 (stereo unspecified),3.0%
COc1ccc(CCNC(=O)C2CCN(S(=O)(=O)c3c(C)noc3/C=C/c3ccc(C)cc3)CC2)cc1OC,-2.8%
CC(/C=C/c1ccccc1F)=N\NC(=O)c1cccc(F)c1,-15.9%
Cc1csc2ncc(C(=O)N3c4ccccc4CC3C)c(=O)n12 (stereo unspecified),-1.6%
CCOC(=O)COc1ccccc1C1C(C(=O)OC)=C(C)NC2=C1C(=O)c1ccccc12 (stereo unspecified),0.0%
COCCn1ccc2c(OCC(=O)Nc3c(C)cc(C)cc3C)cccc2c1=O,5.5%
CCCCNC(=O)c1cc(-c2ccc(Cl)c(Cl)c2)on1,-0.2%
CCOc1ccc(OCC)c(NC(=O)C2C3C=CC(O3)C2C(=O)O)c1 (stereo unspecified),-0.7%
CCc1cccc(C)c1NS(=O)(=O)c1cc2[nH]c(=O)c(=O)[nH]c2cc1C,3.5%
CCc1cccc(NC(=O)Cn2ccn3nc(-c4ccc(OC)c(OC)c4)cc3c2=O)c1,-3.9%
COc1ccc(CCNCc2c(C(=O)O)c(C)n(Cc3ccccc3C)c2C)c(OC)c1,7.2%

# Part of the list above, as labelled records:
> CCOC(=O)COc1ccccc1C1C(C(=O)OC)=C(C)NC2=C1C(=O)c1ccccc12 (stereo unspecified)
  aSyn tox rescue: 0.0%

> COCCn1ccc2c(OCC(=O)Nc3c(C)cc(C)cc3C)cccc2c1=O
  aSyn tox rescue: 5.5%

> CCOc1ccc(NC(=O)CC2C(=O)N(c3ccc(F)cc3)C(=O)N2CCc2sccc2C)cc1 (stereo unspecified)
  aSyn tox rescue: 3.9%

# A different layout for some results above:
O=[N+]([O-])c1ccc(C(c2sc3nc(-c4ccco4)nn3c2O)N2CCN(c3cccc(Cl)c3)CC2)cc1 (stereo unspecified)
  aSyn tox rescue: 7.0%

CCc1nc(SCC(=O)NC2CC2)c2c(C)c(C)sc2n1
  aSyn tox rescue: -1.3%

# Carrying on:
SMILES,aSyn tox rescue
CCNC(=O)CC1C(=O)N(c2ccc(F)cc2)C(=O)N1CCOC (stereo unspecified),0.5%
CC(NC(=O)COC(=O)C1CCN(c2ccc(C(F)(F)F)cn2)CC1)c1ccccc1 (stereo unspecified),5.9%
Cc1cc(C)n(C(=O)/C=C/c2cccs2)n1,-11.9%
N#CCOC(=O)C1c2ccccc2Oc2ccccc21,13.2%
CCCCN(CC)Cc1ccc(CNC(=O)Nc2ccc(Cl)cc2)o1,-8.7%
O=C(COc1ccc(Br)cc1Cl)Nn1cnnc1,5.5%
CCCCCCCCCCCCC(=O)CCCCC(=O)O,7.8%
Cc1cccc(C)c1NC(=S)N/N=C/c1ccc(C(=O)O)cc1,3.8%
COc1ccc(-n2ncc3c(NC4CCCC4)ncnc32)cc1,-18.9%
Cc1sc2nc(CSc3n[nH]c(N)n3)[nH]c(=O)c2c1C,2.4%
Nc1c(C(=O)Nc2ccc(F)cc2)sc2nc(-c3cccs3)cc(C(F)(F)F)c12,4.4%
O=C(NCc1ccco1)c1ccccc1-c1nc(-c2ccc(F)cc2)no1,1.0%
CC(C)NC(=O)Nc1ccc2c(c1)N(C)C(=O)c1ccccc1S2,5.9%
CCc1ccc(C(=O)c2cn(CC(=O)Nc3ccc4c(c3)OCCO4)c3ccc(CC)cc3c2=O)cc1,2.2%
COc1ccccc1NC(=O)c1c(C)cc(C)nc1SCC(=O)Nc1ccc(C)cc1,8.8%
Cc1noc(C)c1S(=O)(=O)Nc1ccc(C(=O)Nc2ccc(Br)cc2)cc1,-5.1%
COc1cccc(C(=O)Nc2ccc3nc(SCCOc4ccccc4)sc3c2)c1,-9.6%
COc1ccc(/C=N/NC(=O)CC(=O)NCc2cccnc2)c(OC)c1,-3.1%
CCCSc1nc(=O)c2c(n1C)NC(=O)CC2c1cccc(F)c1F (stereo unspecified),-2.1%
CCCCOc1ccc(S(=O)(=O)Nc2ccc(-c3ccc(N4CCCCCC4)nn3)cc2)cc1,-1.8%
O=C(c1ccccc1F)N1N=C(C(F)(F)F)CC1(O)c1ccccc1 (stereo unspecified),14.4%
O=C(COC(=O)c1ccc(S(=O)(=O)NCc2ccco2)cc1)c1ccccc1,-9.7%
CCc1cccc(C)c1NC(=O)Cn1cnc2c1c(=O)n(C)c(=O)n2C,-6.0%
Cc1ccc(Nc2c(-c3ccc(C)s3)nc3ncccn23)cc1,-6.9%
COc1ccc(C(=O)c2oc3ccc(OC)cc3c2N)cc1,1.1%
CCOc1ccccc1NC(=O)CN1C(=O)C2(SCC(=O)N2c2cccc(F)c2)c2ccccc21 (stereo unspecified),-5.1%
Cc1ccc(NC(=O)Cn2c(=O)n(Cc3ccccc3)c(=O)c3c(C)c(C(=O)N(C)C)sc32)c(C)c1,5.0%
O=C(Cn1nnc2sc(-c3ccccc3)cc2c1=O)Nc1cccc(C(F)(F)F)c1,5.9%
Cn1cnc(S(=O)(=O)N2CCCC(C(=O)Nc3ccc(OC(F)(F)F)cc3)C2)c1 (stereo unspecified),-2.6%
Cc1sc2nc(C(C)C)nc(SCC(=O)NC3CC3)c2c1C,-2.9%
NC(=S)N1OC[C@@H]2COc3ccc4ccccc4c3[C@@H]21,4.2%
CC(C)N(C(=O)Cn1cc(S(=O)(=O)Cc2ccc(Br)cc2)c2ccccc21)C(C)C,4.1%
COc1ccc(S(=O)(=O)Nc2cccc(-c3ccc(N4CCCC4)nn3)c2)cc1F,-9.4%
Cc1ccc(C2CC(c3ccco3)n3nc(N)nc3N2)cc1 (stereo unspecified),1.1%
O=S(=O)(Nc1nc(-c2ccco2)c(-c2ccco2)s1)c1ccc(F)cc1F,-10.2%
CN(C(=O)Cn1cc(C(F)(F)F)cc(Cl)c1=O)C1CCS(=O)(=O)C1 (stereo unspecified),2.0%
COc1ccc(C(C(=O)NCCC(C)C)N(CCN2CCOCC2)C(=O)Cn2nnc3ccccc32)c(OC)c1 (stereo unspecified),4.0%
CS(=O)(=O)c1ccc(Cl)c(NC(=O)CCc2ccccc2)c1,-6.8%
Cc1nc(N2CCCC2)ncc1C(=O)N1CCN(c2ccccc2F)CC1,2.1%
CCC(=O)OCC(=O)Nc1ncc(C(F)(F)F)cc1Cl,-6.0%
O=S1(=O)c2ccccc2N(Cc2cccc(F)c2)c2ccccc21,-6.2%
COc1ccccc1CNC(=O)CCC1N=C2c3ccccc3N=C(SCC(=O)Nc3ccc(F)cc3)N2C1=O (stereo unspecified),-9.2%
